Bioassay records (PubChem)
Efflux pump mplx – inhibitors of Candida antifungal efflux pumps expressed in yeast; S. cerevisiae Candida pump triplex, Nile Red efflux; inhibition, % at 10 µM; actives 0.44% (n = 330,000);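 active = plate passing quality check with inhibition over a set limit, or well fluorescence over plate mean plus 4 SD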;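 note: Nile Red retained in pooled yeast measured as flow cytometry median fluorescence; 0% = buffer negative control and 100% = Enniatin B positive control; higher means more Nile Red kept so more efflux inhibition; some compounds called inactive have numbers as strong as hits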
EBNA-1 inh – blocks EBNA-1 binding to DNA | EBNA-1 DNA binding, fluorescence polarization | inhibition, % at 14.8 µM | actives 0.34% (n = 300,000) | AID 1950; in the data active = inhibition above about 28%
ZTA counter – blocks Epstein-Barr virus ZTA, an EBNA-1 counter-screen; ZTA-DNA binding, fluorescence polarization; P03206; actives 0.15% (n = 320,000); inhibition, % at 11 µM; in the data active = inhibition above about 33%
Target sequence (P03206 whole entry, looked up): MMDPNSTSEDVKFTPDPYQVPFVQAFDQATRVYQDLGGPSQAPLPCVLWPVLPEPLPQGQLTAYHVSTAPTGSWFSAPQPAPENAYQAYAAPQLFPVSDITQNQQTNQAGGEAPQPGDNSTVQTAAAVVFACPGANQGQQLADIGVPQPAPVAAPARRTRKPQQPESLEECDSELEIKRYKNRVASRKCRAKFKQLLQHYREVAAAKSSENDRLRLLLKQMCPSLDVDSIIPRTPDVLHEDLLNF
GLD-1 RNA inh – GLD-1-TGE RNA interaction inhibition (C. elegans); actives 0.44% (n = 320,000); Q17339; inhibition, % at 5.96 µM; purified GLD-1 + fluorescein TGE RNA, fluorescence polarization;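 active = percent inhibition above a per-plate cutoff, the plate mean of test compounds plus 3 SD, cut at about 30% in these data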;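 note: 0% = DMSO wells with GLD-1 and probe and 100% = wells lacking GLD-1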
MCL1 BIM primary – inhibitors of human MCL1 binding to BIM-BH3 peptide | GST-MCL1 / FITC-Bim-BH3 fluorescence polarization | AID 2057 | Q07820 | inhibition, % at 10.9 µM | actives 0.68% (n = 320,000);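 active = inhibition above the mean inhibition of all tested compounds plus 3 SD, set per campaign, cut at about 40% in these data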;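 note: 0% = DMSO wells and 100% = unlabeled Bim-BH3 peptide control; higher means more loss of mP so more displacement of Bim peptide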
CR mimetic SO – lowers age-related superoxide in aged yeast cells | actives 0.18% (n = 330,000) | S. cerevisiae aged cells, superoxide DHE fluorescence; hits give low values | superoxide response (% of plate mean), % at 10 µM;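 active = superoxide response under a set limit, about three screen SD below normal, cut at about 65% in these data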;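 note: yeast aged for seven days with compound at 30 °C before DHE staining; 100% = average MFI of all compound-treated wells on the plate with controls excluded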
MEX-5 binding – C. elegans MEX-5 TCR-2 RNA binding activity; activity score (negative = inhibition of binding), % at 10 µM; MEX-5/FITC-TCR2 RNA binding, fluorescence polarization; hits give low values; actives 0.38% (n = 300,000); AID 1832;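 active = inhibition past about -25% in most replicates, and total fluorescence under double the plate's negative control median, limit read from the data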;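 note: 0% = DMSO and -100% = 5 µM competing unlabeled TCR2 RNA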
Target sequence (Q9XUB2 whole entry, looked up): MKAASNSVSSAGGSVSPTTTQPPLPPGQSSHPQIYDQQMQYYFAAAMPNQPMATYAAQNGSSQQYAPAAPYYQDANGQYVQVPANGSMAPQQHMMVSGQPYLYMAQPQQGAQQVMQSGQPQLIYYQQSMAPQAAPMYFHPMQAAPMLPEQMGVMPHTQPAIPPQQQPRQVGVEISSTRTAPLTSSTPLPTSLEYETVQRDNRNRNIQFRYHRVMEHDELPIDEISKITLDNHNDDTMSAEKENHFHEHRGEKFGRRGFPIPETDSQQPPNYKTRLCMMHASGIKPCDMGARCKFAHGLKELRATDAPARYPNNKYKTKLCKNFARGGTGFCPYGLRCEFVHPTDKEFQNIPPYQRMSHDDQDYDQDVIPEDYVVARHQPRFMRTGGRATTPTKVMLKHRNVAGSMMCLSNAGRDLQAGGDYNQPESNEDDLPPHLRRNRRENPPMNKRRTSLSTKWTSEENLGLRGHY
BCLXL inh – inhibitors of human Bcl-xL. Q07817. GST-Bcl-xL / FITC-Bim BH3 peptide fluorescence polarization. inhibition, % at 10.9 µM. actives 0.7% (n = 320,000). AID 2129;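 active = inhibition above the mean of all tested compounds plus 3 SD, cutoff set per campaign, cut at about 30% in these data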;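 note: 0% = DMSO wells and 100% = unlabeled Bim-BH3 peptide competitor; inhibitors lower millipolarization by displacing the labeled peptide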
Target sequence (Q07817 whole entry, looked up): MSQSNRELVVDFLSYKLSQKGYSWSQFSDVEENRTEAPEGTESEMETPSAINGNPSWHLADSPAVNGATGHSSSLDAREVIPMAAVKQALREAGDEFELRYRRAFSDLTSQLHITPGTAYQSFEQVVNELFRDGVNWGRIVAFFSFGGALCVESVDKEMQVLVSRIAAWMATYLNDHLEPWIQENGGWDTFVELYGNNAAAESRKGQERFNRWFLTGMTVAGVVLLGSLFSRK
Fam108B inh – Fam108B inhibition, counter-screen for RBBP9 inhibitors; recombinant Fam108B, FP-Rh probe fluorescence polarization; inhibition, % at 9.51 µM; actives 0.33% (n = 300,000); AID 1947;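 active = inhibition above the screen mean inhibition plus 3 SD, computed separately per campaign, cut at about 18% in these data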;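 note: inhibitors lower polarization as less probe binds the enzyme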
* = called active by the depositor; / = not tested or not shown.

SMILES	Efflux pump mplx	EBNA-1 inh	ZTA counter	GLD-1 RNA inh	MCL1 BIM primary	CR mimetic SO	MEX-5 binding	BCLXL inh	Fam108B inh
COc1ccc(Cc2nc(C(=O)Nc3ccc(OC)cc3)cs2)cc1	0.0	-1	-19	3	0	83	2.5	-1	-1
Cc1nnc(SCC(=O)N2CCOCC2)n1C	0.0	3	-1	0	-4	104	0.6	-1	0
Cc1ccc(S(=O)(=O)NC(=O)c2cc(C)n(-c3cc(S(=O)(=O)N4CCOCC4)ccc3N3CCCC3)c2C)cc1	0.1	11	10	-1	3	114	0.9	4	-1
O=C(CCc1ccccc1)Nc1ccc(NC(=O)c2ccco2)nc1	-0.1	6	-2	9	3	94	0.4	1	2
O=C(NCCC1=CCCCC1)NC1CCCCC1	-0.1	2	1	3	7	102	1.2	3	3
COc1ccccc1CCNC(=O)C(=O)NCCC1CCCCN1S(=O)(=O)c1ccccc1 (centres undefined)	-0.1	4	-24	1	-2	85	-1.3	-1	-1
CCCCCn1c(SCC(=O)OCC)nc2cc(C(=O)N3CCC(C(N)=O)CC3)ccc2c1=O	0.0	6	6	4	6	86	-2.7	5	1
Nc1cc(Oc2ccc(Cl)cc2Cl)nc(N)n1	0.0	0	3	-3	1	107	0.3	3	1
O=c1c2ccccc2c(-c2n[nH]c(=S)o2)nn1Cc1ccccc1	0.0	0	3	-5	-21	103	-0.1	-30	1
Cc1cccc(C)c1NC(=O)CC(C)c1ccccc1 (centres undefined)	-0.1	1	1	4	0	100	0.7	-2	-2
N#Cc1c(N2CCOCC2)nc(N)c2c(N)nc3c(c12)CC(CCl)O3 (centres undefined)	-0.1	3	3	3	-2	98	-0.3	0	4
Cc1cc(C)cc(C(=O)NCC(=O)OCC(=O)N2CCN(S(=O)(=O)c3ccc4ccccc4c3)CC2)c1	-0.1	5	-9	4	-1	99	1.9	0	-4
O=[N+]([O-])c1cccc2ccc(N3CCOCC3)nc12	0.0	3	19	2	5	158	0.0	5	-2
CCN(CC)S(=O)(=O)c1ccc2c(c1)nc(SC(C)C(N)=O)n2-c1ccc(OC)cc1 (centres undefined)	0.2	-6	6	-4	-14	103	2.6	1	-1
COc1ccc(CNCCNC(=O)c2nonc2N)cc1OC	0.1	5	-11	5	10	98	-1.4	6	0
Nc1ccc(C2(c3ccc(N)cc3)OC(=O)c3ccccc32)cc1	0.0	-11	-16	14	9	98	1.1	-3	0
C=CCNC(=O)/C(C#N)=C/c1c(N2CCCCCC2)nc2ccccn2c1=O	0.5	2	-11	-5	-2	112	1.9	-5	-1
CC(=O)c1ccc(NC(=O)CN2CCCCCC2)cc1	-0.2	14	-1	4	-3	101	-1.8	1	-2
Cn1c(CNS(=O)(=O)c2cccc(Cl)c2)cc(=O)n(C)c1=O	-0.2	11	4	5	-2	86	-1.4	3	2
Cc1ccc2nc3c(cc2c1)CN(Cc1ccco1)C(=NCC1CCCO1)S3 (centres undefined)	-0.1	-3	-1	1	7	77	-4.4	4	-6
CCC(C)(C)C1CCC(=NNc2nc3ccccc3[nH]2)CC1 (centres undefined)	-0.3	-3	-22	-1	10	84	1.4	3	0
CC(=O)Nc1cccc(C(=O)N/N=C/c2ccc(F)cc2)c1	0.1	-6	10	-6	-3	101	2.4	-4	2
O=C(/C=C/c1ccccc1)Nn1cnc2ccccc2c1=O	0.1	-17	-3	-3	10	92	1.6	0	2
Cc1csc2nc(COC(=O)CNC(=O)c3ccc(Cl)cc3)cc(=O)n12	-0.2	/	13	9	5	89	/	3	/
O=C(Nc1ccc(N2CCN(c3ncccc3C(F)(F)F)CC2)nc1)c1cccs1	0.2	1	-8	-2	-4	90	1.6	5	1

Just ZTA counter and GLD-1 RNA inh, for some of the entries so far:
canonical_smiles,ZTA counter,GLD-1 RNA inh
Cc1ccc2nc3c(cc2c1)CN(Cc1ccco1)C(=NCC1CCCO1)S3 (centres undefined),-1,1
CCC(C)(C)C1CCC(=NNc2nc3ccccc3[nH]2)CC1 (centres undefined),-22,-1

(cont.)
SMILES	Efflux pump mplx	EBNA-1 inh	ZTA counter	GLD-1 RNA inh	MCL1 BIM primary	CR mimetic SO	MEX-5 binding	BCLXL inh	Fam108B inh
Cc1nc(C(=O)NCc2ccccc2)sc1C1(C)CC(c2cccc([N+](=O)[O-])c2)=NO1 (centres undefined)	-0.1	1	1	2	0	102	-1.0	2	-1
O=C(Cc1ccccc1)NCCS(=O)c1ccc(Cl)cc1 (centres undefined)	0.0	-13	4	5	-3	103	0.7	0	2
C=CCOn1c(=O)c(=O)n(OCc2ccccc2)c2ccccc21	0.1	-8	4	2	4	107	-2.4	1	2
Cc1c(C(=O)O)[nH]c2c1C(=O)CC(c1ccccc1)C2 (centres undefined)	0.1	-8	5	-7	0	96	0.9	0	3
CCO[C@@H]1OC(C(=O)O)=C[C@H](c2coc3ccccc3c2=O)[C@H]1CCCO	0.0	5	14	-1	-4	106	0.8	-1	-2
CCN(Cc1cnn(C)c1)C(=O)c1ccc2nc(Cc3cccc(Cl)c3)oc2c1	0.0	-2	-8	-1	8	84	-1.2	2	1
COc1ccc(-n2nc(C(=O)NCC(=O)N3CCC(C)CC3)c3ccccc3c2=O)cc1Cl	0.3	-17	-4	-4	-14	107	4.2	-6	-7
NC(=O)NC(CC(=O)Nc1cccnc1)c1cccc(Br)c1 (centres undefined)	-0.4	-6	1	0	9	83	-0.2	9	3
CCN1C(=O)[C@H]2[C@@H](c3ccc(SC4CCCCC4)cc3)N[C@@](CC(C)C)(C(=O)OC)[C@H]2C1=O	0.0	8	-9	-1	2	89	0.8	2	-2
O=C(NCc1cccnc1)C1c2ccccc2C(=O)N1Cc1ccco1 (centres undefined)	-0.5	4	5	9	15	87	/	12	-1
CCN(CC)C(=O)Nc1c(C)n(C)n(-c2ccccc2)c1=O	0.1	5	9	3	2	99	-2.7	5	6
Cc1ccc(-n2ncc(C(=O)NCc3ccc4c(c3)OCO4)c2NC(=O)c2ccco2)cc1C	0.1	1	9	1	4	100	-0.1	0	-2
COc1ccc(C(=O)Nc2ccc(S(=O)(=O)Nc3nccnc3OC)cc2)cc1OC	0.0	-11	-8	-3	2	96	/	3	2
O=C(O)c1cc(S(=O)(=O)Nc2cccc3ccccc23)c(Cl)cc1Cl	0.1	-4	-10	5	9	103	1.8	6	3
Cc1occc1C(=O)NC1CCCN(Cc2ccc(CC(C)C)cc2)C1 (centres undefined)	0.1	-1	9	-3	4	97	2.5	5	1
Cc1nc(N2CCN(c3ccccn3)CC2)c2c(C)c(C(=O)Nc3ccc(Br)cc3C)sc2n1	0.1	-4	-21	11	2	100	-0.6	1	-14
O=c1cc(N2CCc3ccccc3C2)[nH]c(=O)n1-c1ccccc1Cl	0.0	-11	17	3	9	99	-6.4	8	-2
CNS(=O)(=O)c1ccc2c3c(cccc13)C(=O)N2C	-0.1	-7	8	3	4	105	1.8	7	0
Cc1ccc(COC(=O)CCc2nc3ccccc3c(=O)[nH]2)cc1	0.0	3	2	-5	7	98	-0.6	4	4
COc1ccc(CCNC(=O)CN(CCc2ccccc2)S(C)(=O)=O)cc1	0.0	-3	-1	5	-2	96	0.9	-2	4
COCCCNC(=O)CSc1nc2c(sc(=S)n2-c2cc(Cl)ccc2OC)c(=O)[nH]1	0.1	8	6	1	7	98	3.3	2	0
CCn1c(N2CCN(CC(=O)Nc3cccc(C)c3C)CC2)nc2ccccc21	0.1	7	9	1	8	89	0.2	10	2
CCc1ccc(NC(=O)CN(C(=O)N2CCN(CC)CC2)S(=O)(=O)c2ccc(C)cc2)cc1	0.0	-4	-3	5	5	103	2.2	6	-1
O=c1c(/C=N/O)coc2ccc3ccccc3c12	0.1	1	-10	7	15	92	-3.9	6	3
COc1cc(NC(=O)c2cc(S(=O)(=O)N3CCCCC3)ccc2N2CCOCC2)cc(OC)c1	0.0	6	20	1	-4	109	-0.3	1	-2

A different layout for part of the listing above:
Results follow in this order: Efflux pump mplx	EBNA-1 inh	ZTA counter	GLD-1 RNA inh	MCL1 BIM primary	CR mimetic SO	MEX-5 binding	BCLXL inh	Fam108B inh
COc1ccc(-n2nc(C(=O)NCC(=O)N3CCC(C)CC3)c3ccccc3c2=O)cc1Cl
 : 0.3	-17	-4	-4	-14	107	4.2	-6	-7
CCN(Cc1cnn(C)c1)C(=O)c1ccc2nc(Cc3cccc(Cl)c3)oc2c1
 : 0.0	-2	-8	-1	8	84	-1.2	2	1
O=c1c(/C=N/O)coc2ccc3ccccc3c12
 : 0.1	1	-10	7	15	92	-3.9	6	3

Continuation:
SMILES	Efflux pump mplx	EBNA-1 inh	ZTA counter	GLD-1 RNA inh	MCL1 BIM primary	CR mimetic SO	MEX-5 binding	BCLXL inh	Fam108B inh
CC(=O)c1cccc(NC(=O)CC2S/C(=N/N=C3CCCCCC3)NC2=O)c1 (centres undefined)	-0.1	-6	-5	4	9	93	0.1	-1	-2
O=C(Nc1ccc(C(=O)N2CCN(c3ccccn3)CC2)cc1)c1ccc(Br)o1	/	3	5	-2	7	/	-1.3	7	-3
O=C(NCCNc1ccc([N+](=O)[O-])cc1C(F)(F)F)c1ccccc1F	-0.1	-14	-22	-10	6	94	-1.1	2	-6
O=C(C1CCN(S(=O)(=O)c2cnc[nH]2)CC1)N1CCN(c2ncccn2)CC1	0.2	-12	-6	3	-8	104	2.1	-2	-3
COCCN1C=C(C(=O)OC)C(c2ccc(OC)c(OC)c2)C(C(=O)OC)=C1	0.0	-4	-18	-1	-1	99	-0.3	0	-3
O=C(Nc1ccc(NC(=O)C2CC2)cn1)c1ccccc1	-0.1	-14	5	7	10	88	0.7	4	5
C/C(Cn1cnc([N+](=O)[O-])n1)=N\NC(=O)c1ccc(Br)cc1	0.2	-2	7	9	7	86	1.4	5	-3
Cn1c(=O)oc2cc(S(=O)(=O)NCc3ccccn3)ccc21	0.0	13	14	-2	3	106	1.9	2	-3
C=CCn1c(O)c(N=NC(=S)Nc2cccc(OC)c2)c2ccccc21	-0.2	-5	-19	2	12	90	1.1	12	7
O=C(O)c1ccc2c(c1)C(=O)N(c1cccc(C(=O)/C=C/c3ccccc3)c1)C2=O	0.0	-12	6	5	7	113	3.1	9	-1
CC(C)S(=O)(=O)CC(=O)c1ccc(Cl)cc1	0.1	1	-15	1	5	106	-1.0	3	5
Cc1ccc(NC(=S)NC(=O)/C=C/c2ccco2)c(O)c1	-0.1	5	4	2	18	106	0.8	10	5
CCOc1cc(/C=C2\N=C(SC(C)C(N)=O)N(c3ccc(OC(F)F)cc3)C2=O)ccc1O (centres undefined)	-0.1	-6	-8	-169	-73	95	29	-31	-15
CCNC(=O)c1ccc(CSc2ccc(Cl)cc2)cc1	0.0	8	-4	6	4	108	-2.0	0	-3
Cc1c(C(=O)NCc2ccc3c(c2)cc(C)n3C)cccc1[N+](=O)[O-]	-0.1	-9	16	6	4	109	-2.0	9	2
CC1CCN(CC(=O)N2c3ccccc3CCc3ccccc32)CC1	0.6	-6	0	2	-1	84	0.0	-1	2
CCOC(=O)N1CCC(N(CCN(C)C)C(=S)Nc2cc(C)cc(C)c2)CC1	0.0	-1	-9	0	7	91	1.0	6	0
O=S(=O)(c1ccccc1)N1N=C(c2ccccc2)CC1c1ccccc1 (centres undefined)	-0.1	-3	-11	-5	6	82	1.2	5	-10
COc1ccc(-c2cc(C)no2)cc1S(=O)(=O)N(C)c1cccc(C)c1	0.1	3	3	-1	-1	112	0.6	2	1
CCc1ccc(-c2cc(C(=O)NN3CCOCC3)c3ccccc3n2)cc1	0.0	-13	-17	-1	3	83	-3.4	0	-9
O=C(CSc1ccc(-c2cccnc2)nn1)Nc1ccccc1	-0.6	4	-2	4	4	103	2.6	6	-8
CC(=O)Nc1ccc2c(c1)ncn2C	-0.1	-11	3	6	3	100	-0.7	2	0
O=C(Oc1ccnc2cc(Cl)ccc12)N1CCCCCC1	-0.1	5	-7	3	8	78	0.8	0	3
c1ccc(-c2csc(-n3cccn3)n2)cc1	0.1	-10	-8	1	7	104	1.7	0	1
